From PubChem BioAssay
Cdc42 wt GTP – modulators (inhibitors or activators) of GTP binding to human Cdc42 wildtype. P60953. GST-Cdc42 beads, Bodipy-GTP binding, flow cytometry; actives lie on both sides. percent activity (GTP binding), % at 10 µM. 0.2% of 190,000 active. AID 761;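 active = percent activity GTP binding at least 20 points away from the 100% baseline, either down as inhibitor or up as activator; inconclusive = compound flagged as likely green fluorescent from well-wide comparison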;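 also: median bead fluorescence of bound Bodipy-FL-GTP at 100 nM; 0% = excess unlabeled GTP control and 100% = no compound control; below 100% means less GTP binding so inhibitor and above means activator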
Target sequence (P60953 whole entry, looked up): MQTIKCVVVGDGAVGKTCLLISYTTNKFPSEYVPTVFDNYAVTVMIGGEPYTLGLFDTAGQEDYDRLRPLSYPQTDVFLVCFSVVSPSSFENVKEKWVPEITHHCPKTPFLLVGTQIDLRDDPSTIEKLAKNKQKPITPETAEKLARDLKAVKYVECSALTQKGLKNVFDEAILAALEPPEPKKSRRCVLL
Rac1 wt modul – human Rac1 wildtype GTP binding, inhibitors and activators | P63000 | GST-Rac1 beads, fluorescent GTP binding, flow cytometry; actives lie on both sides; 0 = cold GTP competed, 100 = untreated | GTP binding activity (% of control), % at 10 µM | 0.27% of 190,000 active | AID 757;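 active = GTP binding activity at least 20 points away from the 100% control level, either lower or higher; inconclusive = compound flagged as likely green fluorescent, judged across all proteins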
Avidin fluor – avidin bead compound fluorescence profile; Avidin beads, compound fluorescence 488/530 nm, flow cytometry; stronger effect = higher value; fluorescence (KMESF) at 10 µM; 0.38% of 220,000 active; in the data active = fluorescence above about 47; also: inactives centre near 10
HRas wt GTP – human HRas wildtype GTP binding, change in either direction. AID 759. P01112. GST-Ras wt beads, Bodipy-FL-GTP binding, flow cytometry; actives lie on both sides. 0.14% of 190,000 active. GTP binding activity, % at 10 µM;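 active = GTP binding activity at least 20% away from the 100% baseline, either lowered as inhibitor or raised as activator; inconclusive = flagged as likely green fluorescent, judged across all proteins in the well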;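 also: 0% = unlabeled GTP competition control and 100% = no-compound control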
Target sequence (P01112 whole entry, looked up): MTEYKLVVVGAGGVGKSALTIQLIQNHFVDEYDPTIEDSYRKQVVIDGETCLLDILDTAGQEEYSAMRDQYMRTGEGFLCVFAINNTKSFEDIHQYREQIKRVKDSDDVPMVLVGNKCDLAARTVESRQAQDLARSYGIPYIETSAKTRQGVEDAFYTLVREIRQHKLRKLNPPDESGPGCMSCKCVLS
GSH bead fluor – GSH bead compound fluorescence profile. fluorescence (KMESF) at 10 µM. GSH beads flow cytometry, compound fluorescence 488/530 nm; stronger effect = higher value. 0.25% of 190,000 active; in the data active = fluorescence above about 89;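 also: glutathione beads carrying GST-tagged Bcl family fusion proteins plus one bare bead set; values are compound well signal with DMSO vehicle wells as background; inactives centre near 16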
Mcl1 Noxa PPI – disrupts binding of human Mcl-1 to Noxa peptide; Q07820; TR-FRET Mcl-1/Noxa peptide binding, 2 h; inhibition, % at 21.7 µM; 1.5% of 220,000 active; AID 1022;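 active = compounds that cut the protein-peptide binding signal by more than 50% relative to plate controls in a single-dose test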;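 also: His-tagged Mcl-1 with rhodamine Noxa BH3 peptide and terbium anti-His antibody; 0% = Mcl-1 plus Noxa peptide wells and 100% = peptide-only wells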
Target sequence (Q07820 whole entry, looked up): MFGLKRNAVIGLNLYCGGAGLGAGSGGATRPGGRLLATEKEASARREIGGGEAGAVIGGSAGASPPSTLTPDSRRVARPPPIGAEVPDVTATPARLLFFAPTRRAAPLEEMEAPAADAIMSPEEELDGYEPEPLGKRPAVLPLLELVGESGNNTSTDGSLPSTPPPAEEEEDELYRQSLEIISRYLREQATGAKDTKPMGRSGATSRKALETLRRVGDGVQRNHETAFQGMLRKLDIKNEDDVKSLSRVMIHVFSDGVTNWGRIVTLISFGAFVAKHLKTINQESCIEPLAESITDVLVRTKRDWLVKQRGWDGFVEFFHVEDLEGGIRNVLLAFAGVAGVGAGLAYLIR
Rac1 mut GTP – modulators of GTP binding to human Rac1 activated mutant; GST-Rac1 activated beads, fluorescent GTP binding, flow cytometry; actives lie on both sides; 100% means binding = to untreated wells; percent activity (GTP binding), % at 10 µM; 0.11% of 190,000 active; AID 764;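 active = GTP binding at least 20 percentage points away from the 100% baseline, in either direction, so actives lie on both sides; inconclusive = Compound likely fluorescent itself, or too few beads counted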
Rab7 wt GTP bind – modulators of GTP binding to dog Rab7 wildtype GTPase | 0.055% of 190,000 active | GST-Rab7 beads, fluorescent GTP binding, flow cytometry; actives lie on both sides; untreated = 100%, excess cold GTP = 0% | AID 758 | GTP binding activity (percent of control), % at 10 µM;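 active = fluorescent GTP binding to Rab7 beads changed by at least 20 points from the 100% baseline, either direction, mostly lower; inconclusive = compound itself probably fluorescent, or too few beads counted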;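 also: median green fluorescence of bound Bodipy-FL-GTP per Rab7 bead population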
Rab2 wt GTP – changes GTP binding to wildtype dog Rab2A, up or down; 0.19% of 190,000 active; P61105; GST-Rab2 wt beads, Bodipy-GTP binding, flow cytometry; GTP binding activity, % at 10 µM;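 active = GTP binding activity at least 20 points away from 100%, either lowered or raised; inconclusive = signal likely due to the compound's own green fluorescence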;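 also: 0% = beads with excess unlabeled GTP and 100% = no-compound control corrected for plate trend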
Pf gametocyte – kills late stage P. falciparum gametocytes; P. falciparum stage V gametocytes, ATP luminescence, 24 h; inhibition, % at 10.9 µM; 0.065% of 150,000 active;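 active = inhibition above the mean plus 3 SD of compounds within the control limits, set per campaign, cut at about 38% in these data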;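 also: 0% = DMSO wells and 100% = medium only without gametocytes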
Mcl1 Bid PPI – Mcl-1/Bid interaction inhibition | inhibition, % at 21.7 µM | 0.97% of 220,000 active | TR-FRET Mcl-1/Bid-Dy647 peptide binding, 1536-well | Q07820;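 active = compounds that cut the binding signal by more than half at the single screening dose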;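 also: His-tagged Mcl-1 with europium anti-His antibody binding Bid BH3 peptide; 0% = Mcl-1 plus peptide wells and 100% = peptide-only wells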
An asterisk follows results filed as active; ? = inconclusive; . = no result given.

SMILES	Cdc42 wt GTP	Rac1 wt modul	Avidin fluor	HRas wt GTP	GSH bead fluor	Mcl1 Noxa PPI	Rac1 mut GTP	Rab7 wt GTP bind	Rab2 wt GTP	Pf gametocyte	Mcl1 Bid PPI
C/C(=N/NC(=O)c1ccc2c(c1)OCO2)c1ccc(NC(=O)C(F)(F)F)cc1	100	102	1	102	5	-58	101	103	99	2	31
CC/C(=N\NC(=O)c1ccncc1)C12CC3CC(CC(C3)C1)C2	97	99	6	100	37	-4	99	102	101	.	-4
O=C(O)CC1NC(=O)N(c2ccc(Cl)cc2)C1=O (stereo not given)	102	105	14	100	32	2	98	100	98	.	9
Cc1nc2ccccn2c1C(=O)CSc1ccccc1Cl	98	98	6	98	24	4	97	99	97	.	-14
O=C(Nc1ccc(O)c(-c2nc3ccccc3o2)c1)C1(c2ccc([N+](=O)[O-])cc2)CCCC1	101	103	10	102	11	-10	99	98	101	-13	-20
CCCC(=O)Oc1ccc(-c2nccc(C(OC)OC)n2)cc1	104	105	9	101	16	17	101	99	102	17	-14
CCOC(=O)c1sc(NC(=O)CN(CC(C)C)CC(C)C)c(C(=O)OCC)c1C	102	103	4	104	15	-10	100	100	103	8	-49
O=C(NCc1ccccn1)C1CCCN(Cc2cnn(-c3ccccc3)c2-n2cccc2)C1 (stereo not given)	95	98	35	96	24	-8	95	96	94	.	-16
O=c1c2c(nc(NCCO)n1CC1CCCCC1)-c1ccccc1CC21CCCC1	95	97	10	96	33	3	93	95	95	.	-9
NC(=O)C1CCN(c2nc(-c3ccccc3)nc3ccccc23)CC1	97	95	8	96	43	-1	93	98	94	-8	-35
O=C(COC(=O)CNC(=O)c1ccccc1F)NCCC1=CCCCC1	105	107	15	101	10	8	99	101	99	.	-11
COc1ccc(/C(N)=N/OC(=O)Oc2ccccc2)cc1OC	96	104	8	99	10	6	99	97	100	-5	-40
O=C(Nc1ccccc1)c1ccccc1N=Cc1cccc(O)c1	96	97	11	96	10	7	95	93	96	5	-23
O=C(CN1C(=O)/C(=C/c2ccccc2F)Oc2ccccc21)N1CCN(c2ccccn2)CC1	102	105	6	101	4	-12	100	100	100	-6	-11
Fc1ccc(CSc2nc3ncc(Br)cc3[nH]2)cc1	100	103	8	101	46	-12	99	102	101	-29	-8
COc1ccc(Cc2c(O)nc(SCC(=O)NC(C)(C)C)[nH]c2=O)cc1	93	96	11	96	11	7	96	106	99	2	-52
O=C(Nc1ccncc1)c1cncc(Br)c1	102	103	34	99	15	22	100	101	100	.	4
Brc1ccc(Nc2c3c(nc4ncnn24)CCC3)cc1	?	?	32	?	17	-1	?	?	?	19	-26
COC(=O)c1cc(Br)c(=O)n(-c2ccccc2F)c1	99	101	29	99	13	-8	98	101	100	.	-24
CCCCNc1ncnc2c1cnn2-c1ccc(C)cc1C	100	104	6	100	14	-11	100	99	99	.	-23
Cc1ccc(C(=O)Oc2ccc(Cl)c3cccnc23)cc1[N+](=O)[O-]	99	95	10	99	23	-1	95	97	98	8	-43
COc1cc2c(OC)cccc2cc1C(=O)O	102	98	15	103	25	-19	101	102	103	.	5
O=C(NCc1ccccc1)C1CCCN(c2nc3ccsc3c(=O)s2)C1 (stereo not given)	99	99	12	100	15	8	97	104	98	3	-14
CC1CN(c2ccc([N+](=O)[O-])nc2)CC(C)O1 (stereo not given)	92	92	25	97	6	-12	93	105	99	-11	-31
COCCNC(=S)NNc1ccccc1[N+](=O)[O-]	98	97	11	95	8	20	95	95	97	10	-37
CC(=O)Nc1ccc(S(=O)(=O)NNC(=O)COc2cccc(C)c2)cc1	103	101	7	100	15	24	100	97	98	-13	-18
COc1cc(OC)cc(C(=O)OCC(=O)Nc2ccc(N3CCCCC3)cc2)c1	99	96	14	98	23	25	95	99	97	1	-12
NC(=O)C1CCN(C(=O)CSCc2ccccc2Cl)CC1	104	103	14	103	61	-2	101	96	106	.	-41
O=c1[nH]ncn2cccc12	104	103	11	103	28	-6	99	96	104	.	-3
CN(C)c1ccc(C2SCCN2C(=O)c2ccc([N+](=O)[O-])cc2)cc1 (stereo not given)	101	103	21	99	15	14	99	97	100	8	-35
C=CCSc1cc(C)nc2c(-c3ccc(Cl)cc3)c(C)nn12	103	104	21	102	10	2	99	101	100	.	-42
CCN(CC)S(=O)(=O)c1cccc(C(=O)OCC(=O)Nc2ccccc2OC(F)F)c1	100	100	7	101	16	0	100	100	100	8	-23
O=C(Nc1ccc(-c2ccc3nncn3n2)cc1)c1ccc(Br)o1	94	94	20	96	5	8	95	98	95	4	-53
COc1ccccc1-n1c(SCC(=O)Nc2nnc(C)s2)nc2c(c1=O)SCC2	100	103	8	99	22	24	98	98	98	-6	-18
NC(=O)/C(=C\c1ccccc1)NC(=O)/C=C/c1ccccc1	105	103	4	102	8	7	101	102	100	-2	-3
CC1=C(C(=O)Nc2cccc(C)c2C)C(c2cccs2)NC(=S)N1 (stereo not given)	101	104	5	99	13	-2	99	97	101	.	-44
CC(CC1CC(C)(C)OC1=O)C(=O)Nc1nncs1 (stereo not given)	102	105	21	101	10	4	101	98	101	.	-29
Cc1cc(C)n(-c2nc(C)nc3c2cnn3-c2ccccc2)n1	95	93	5	96	16	6	93	101	94	.	2
Fc1cccc(Cl)c1CSc1ccc(-c2ccco2)nn1	93	96	49*	97	23	14	95	96	96	11	-22
CC(C)(C)C1=NN(C(=O)c2ccccc2)C(O)(C(C)(C)C)C1 (stereo not given)	101	102	17	102	32	24	97	101	100	.	-15
CCOC(=O)C[N+]1(C)CCN(C(C)=O)CC1	100	100	10	96	18	4	97	99	96	16	-28
Cc1ccc(-c2nnc(SC(C)C#N)n2N)cc1 (stereo not given)	93	88	11	94	32	.	90	93	92	-31	-4
Cc1ccccc1OCC(=O)N/N=C/c1ccncc1	100	101	4	100	9	12	100	97	98	0	-23
Cc1cc(NC(=O)c2cc(Cl)ccc2Cl)no1	100	99	14	98	33	1	94	98	96	.	-19
Cc1ccccc1C1NC(=S)NC2=C1C(=O)CCC2 (stereo not given)	90	96	10	97	8	-8	95	107	96	-8	-40

Among those listed so far, 7 contain fluorine:
SMILES	Cdc42 wt GTP	Rac1 wt modul	Avidin fluor	HRas wt GTP	GSH bead fluor	Mcl1 Noxa PPI	Rac1 mut GTP	Rab7 wt GTP bind	Rab2 wt GTP	Pf gametocyte	Mcl1 Bid PPI
C/C(=N/NC(=O)c1ccc2c(c1)OCO2)c1ccc(NC(=O)C(F)(F)F)cc1	100	102	1	102	5	-58	101	103	99	2	31
O=C(COC(=O)CNC(=O)c1ccccc1F)NCCC1=CCCCC1	105	107	15	101	10	8	99	101	99	.	-11
O=C(CN1C(=O)/C(=C/c2ccccc2F)Oc2ccccc21)N1CCN(c2ccccn2)CC1	102	105	6	101	4	-12	100	100	100	-6	-11
Fc1ccc(CSc2nc3ncc(Br)cc3[nH]2)cc1	100	103	8	101	46	-12	99	102	101	-29	-8
COC(=O)c1cc(Br)c(=O)n(-c2ccccc2F)c1	99	101	29	99	13	-8	98	101	100	.	-24
CCN(CC)S(=O)(=O)c1cccc(C(=O)OCC(=O)Nc2ccccc2OC(F)F)c1	100	100	7	101	16	0	100	100	100	8	-23
Fc1cccc(Cl)c1CSc1ccc(-c2ccco2)nn1	93	96	49*	97	23	14	95	96	96	11	-22

New compounds follow
SMILES	Cdc42 wt GTP	Rac1 wt modul	Avidin fluor	HRas wt GTP	GSH bead fluor	Mcl1 Noxa PPI	Rac1 mut GTP	Rab7 wt GTP bind	Rab2 wt GTP	Pf gametocyte	Mcl1 Bid PPI
Cc1ccc(CC2C(=O)N(c3ncccn3)C(=O)C2C)cc1 (stereo not given)	101	107	5	102	19	5	99	102	103	.	-12
O=C(O)c1cnn2c(C(F)F)cc(C3CC3)nc12	107	102	13	106	13	2	99	102	104	.	-20
CC(C)C(C)NC(=O)CN1C(=O)NC2(CCCCCC2)C1=O (stereo not given)	95	100	10	96	12	19	97	96	94	-20	-19
Cc1cc2nc(-c3ccc(SCc4ccccc4C#N)nc3)[nH]c2cc1C	?	?	13	?	15	11	?	?	?	8	-21
COc1ccccc1NC(=O)C1=C(C)NC(=O)NC1c1ccc(C)cc1 (stereo not given)	102	113	8	102	21	6	102	106	103	.	-10
CCCNC(=O)c1c(N)n(-c2ccc(S(N)(=O)=O)cc2)c2nc3ccccc3nc12	96	98	15	97	23	10	95	99	96	.	-12
Cn1nc(C(=O)NNC(=O)COc2ccccc2)c2ccccc2c1=O	101	102	14	100	6	2	100	98	98	-22	-22
O=C(C1CC1)N1CCN=C1SCc1cccc(C(F)(F)F)c1	106	106	13	102	33	10	101	99	102	-22	-5
COc1ccc(CCNC(=O)CSc2ccc(-c3cccs3)nn2)cc1	103	106	11	100	13	-1	97	98	98	7	8
CC(=O)Oc1ccc(S(=O)(=O)c2ccc(OC(C)=O)cc2)cc1	95	96	8	99	11	-13	94	96	99	-8	-5
Cc1nc(-c2cn[nH]c2)c2cc(C)oc2n1	?	?	12	?	50	19	?	?	?	-7	-11
CCOC(=O)C(C(=O)OCC)C1CCS(=O)(=O)C1 (stereo not given)	103	103	7	102	12	3	100	97	99	.	5
O=C(Nc1cccc(Cl)c1)NC1CC2CCC(C1)N2Cc1cccs1 (stereo not given)	99	100	11	98	18	3	98	103	101	.	-20
CC1CC(C)(C)CC2(C1)NC(=O)N(CC(=O)NCC(c1ccco1)N1CCCCC1)C2=O (stereo not given)	105	106	8	104	17	-5	103	106	104	.	4
CCCCC(=O)Nc1ccc(C(=O)Nc2ccc3c(c2)OCO3)cc1	98	97	11	96	74	17	96	91	94	-11	-25

Only Rac1 mut GTP (two entries from above):
SMILES | Rac1 mut GTP
CCCNC(=O)c1c(N)n(-c2ccc(S(N)(=O)=O)cc2)c2nc3ccccc3nc12 | 95
Cn1nc(C(=O)NNC(=O)COc2ccccc2)c2ccccc2c1=O | 100

Compounds were not picked by outcome; 3% or so of the library scored in one or more.
